FUS suppressor: FUS proteinopathy suppression in yeast; S. cerevisiae FUS-expressing, growth rescue, OD600, 24 h; Potency, µM (titrated, usually from 76.6 µM), for inactives: at the highest dose growth rescue (activation), hits mostly activators; 390,000 compounds, 0.24% hits; AID 1347120;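 note: potency is the fitted concentration of half-maximal effect; plate controls were DMSO vehicle for no effect and reference control for full effect; nearly all actives have a fitted effect of over 55% in size; some results filed as inactive show a strong effect at the top dose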
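S. cerevisiae expressing FUS from galactose induction served as the toxicity model. Growth after 24hr at 30C, read as absorbance at 600 nm, indicates suppression of toxicity; compounds dosed at several concentrations.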
Abeta yeast res: A-beta toxicity reversal in yeast. 410,000 compounds, 0.063% hits. yeast expressing A-beta42, growth rescue, OD600, 48 h; response scale: 0% DMSO, 100% iron-clioquinol control. Potency, µM (titrated, usually from 46.1 µM), without a hit: top-dose growth rescue, most hits filed as activators; note: potency is the fitted concentration of half-maximal effect; nearly all actives have a fitted effect of over 55% in size
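Yeast A-beta toxicity model in growth medium with pinned compounds, 48 h at 30 C; growth read as absorbance at 600 nm. Normalized to FeCl3/clioquinol equimolar mix (positive) and DMSO (negative).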
aSyn rescue: alpha-synuclein toxicity inhibition in yeast; Potency, µM (doses to about 46.1 µM), for the others: at the highest dose growth rescue (activation), actives largely listed as activators; Yeast expressing alpha-synuclein, growth rescue, BacTiter-Glo, 24 h; AID 652106; 370,000 compounds, 0.14% hits; note: potency is the fitted concentration of half-maximal effect; % of control where 0% means no effect; nearly all actives have a fitted effect of over 65% in size
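Screening used galactose-induced yeast with toxic alpha-synuclein levels, exposed to compound for 24 hr at 30 deg C. Cell growth, read with BacTiter-Glo luminescence, gave the measured signal.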
MmCpn inh: inhibitors of Methanococcus maripaludis chaperonin (MmCpn). Potency, µM (titrated, usually from 76.9 µM), inactives show top-dose activity, negative = inhibition, most hits filed as inhibitors. 330,000 compounds, 0.031% hits. AID 504842. purified Mm-Cpn ATPase, ADP Transcreener TR-FRET; note: potency is the fitted concentration of half-maximal effect; % is set by controls: 0 for no effect and ±100 for the full control effect; nearly all actives have a fitted effect of over 80% in size
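Purified archaeal Mm-CPN (25nM final) preincubated 10 min at 37degC with compound, then 10uM ATP for 30 min at 37degC; ADP measured by HTRF Transcreener TR-FRET; buffer 30 mM TRIS pH 7.4, 100mM KCl, 5mM MgCl2, 1mM DTT.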
pAkt inh: inhibitors of Akt phosphorylation; Neuro2A IGF-stimulated pAkt S473 HTRF, 20 min; stronger effect = lower value; AID 651550; 360,000 compounds, 0.32% hits; activity change, % for hits at 50 µM; in the data active = activity change below about -80%; inconclusive = mostly about -51% to -80%; note: % is set by controls: 0 for no effect and ±100 for the full control effect
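Neuro2A cells (4,500/well, DMEM with 0.5% FBS) were treated with compound at a single 50 µM final concentration, stimulated with 6 nM IGF for 20 min at 37 °C, and lysed. Phospho-Akt Ser473 was read by HTRF as 665/615 ratio ×10^4.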
TDP-43 yeast inh: inhibitors of TDP-43 toxicity in yeast | TDP-43 expressing yeast growth rescue, BacTiter-Glo, 24 h | Potency, µM (top dose mostly 46.1 µM), for inactives: at the top dose growth rescue (activation), most hits filed as activators | 410,000 compounds, 1.8% hits | AID 652104; note: potency is the fitted concentration of half-maximal effect; % of control where 0% means no effect; nearly all actives have a fitted effect of over 50% in size
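Growth rescue of TDP-43-toxic yeast measured as ATP luminescence (BacTiter-Glo). Cells grown to mid-log in raffinose, induced in galactose at OD600=0.02, exposed to compound 24 hr at 30 deg C.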
PTHR1 agonist: agonists of human PTHR1 parathyroid hormone receptor; Q03431; HEK293 GP2 PTHR1 cells, GloSensor cAMP luminescence, 1 h; Potency, µM (highest dose often 115 µM), inactives show at the top dose activation, most hits filed as activators; 410,000 compounds, 0.075% hits; note: potency is the fitted concentration of half-maximal effect; nearly all actives have a fitted effect of over 55% in size; some results filed as inactive show a strong effect at the top dose; inactives centre near -15; many of its hits are not listed in these tables
Target sequence (Q03431 whole entry, looked up): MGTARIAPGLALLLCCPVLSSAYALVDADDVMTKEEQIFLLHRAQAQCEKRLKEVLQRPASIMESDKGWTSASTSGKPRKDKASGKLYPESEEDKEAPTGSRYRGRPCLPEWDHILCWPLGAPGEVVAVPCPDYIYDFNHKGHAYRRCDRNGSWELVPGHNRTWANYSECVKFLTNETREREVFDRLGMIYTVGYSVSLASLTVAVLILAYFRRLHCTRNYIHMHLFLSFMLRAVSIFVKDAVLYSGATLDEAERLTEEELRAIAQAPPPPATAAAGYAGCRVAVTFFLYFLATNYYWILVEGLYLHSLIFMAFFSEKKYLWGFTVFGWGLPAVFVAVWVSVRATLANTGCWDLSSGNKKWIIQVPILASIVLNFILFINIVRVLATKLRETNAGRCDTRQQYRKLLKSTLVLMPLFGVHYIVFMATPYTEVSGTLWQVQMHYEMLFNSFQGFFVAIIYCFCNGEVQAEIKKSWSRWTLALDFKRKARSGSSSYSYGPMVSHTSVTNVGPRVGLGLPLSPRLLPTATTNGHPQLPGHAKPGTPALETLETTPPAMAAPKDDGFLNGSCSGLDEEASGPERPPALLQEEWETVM
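HEK-293-derived GP2 cells expressing PTHR1 and a GloSensor cAMP reporter, 3,000/well, plated overnight, given luciferin plus IBMX (each 0.5 mM as added) for 1 h at 37 °C, then compound for 1 h at 37 °C. Luminescence was read after 15 min at room temperature.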
HEK293 tox: cytotoxic in the GLP-1 receptor inverse agonist counter-screen; 410,000 compounds, 0.13% hits; HEK293 cAMP-luciferase reporter cells, luminescence, 24 h; Potency, µM (top dose mostly 38.3 µM), for inactives: at the top dose activity change, negative = inhibition, actives largely listed as inhibitors;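 note: loss of luciferase light is scored as toxicity; potency is the fitted concentration of half-maximal effect; % is set by controls: 0 for no effect and ±100 for the full control effect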
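MLSMR compounds, 24 hr on cells at 37 deg C/5% CO2; luminescence after luciferase reagent (12 min RT). Inhibition counted as the undesired cytotoxic outcome.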
GLP-1R inv ag: acts as inverse agonist at human GLP-1 receptor. P43220. HEK293 GLP-1R CRE-luciferase, luminescence, 24 h; GLP-1R form is constitutively active. Potency, µM (series often up to 38.3 µM), for the others: top-dose activity change, negative = inhibition, actives largely listed as inhibitors. 410,000 compounds, 1.6% hits; note: potency is the fitted concentration of half-maximal effect; % is set by controls: 0 for no effect and ±100 for the full control effect; nearly all actives have a fitted effect of over 55% in size
Target sequence (P43220 whole entry, looked up): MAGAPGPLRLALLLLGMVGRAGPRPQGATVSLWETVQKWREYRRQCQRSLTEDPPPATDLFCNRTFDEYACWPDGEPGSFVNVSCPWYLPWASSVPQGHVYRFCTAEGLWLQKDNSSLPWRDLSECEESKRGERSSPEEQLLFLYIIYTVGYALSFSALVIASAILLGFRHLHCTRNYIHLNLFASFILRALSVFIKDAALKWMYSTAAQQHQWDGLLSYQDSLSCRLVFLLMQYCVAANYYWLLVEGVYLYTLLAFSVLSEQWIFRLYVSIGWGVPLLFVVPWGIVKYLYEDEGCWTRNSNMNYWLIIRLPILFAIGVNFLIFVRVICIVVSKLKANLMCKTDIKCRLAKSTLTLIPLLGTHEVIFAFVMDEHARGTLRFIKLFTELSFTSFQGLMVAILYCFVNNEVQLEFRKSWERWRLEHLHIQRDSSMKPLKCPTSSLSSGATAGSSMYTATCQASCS
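Stable HEK293 clone (constitutively active GLP-1R + cAMP-response luciferase); 200 cells/uL plated, 12 h pre-culture, compound 24 hr, 37 deg C/5% CO2; detection reagent 12 min RT; luminescence.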
An asterisk follows results filed as active; i = inactive; ? = inconclusive; . = no result given; & = joins results of further samples; [ ] = remark or other dose. Unless noted, calls come from the whole dose curve; as a rule, active = well fitted curve in the direction sought with a large enough effect; inconclusive = small, poorly fitted or top-dose-only effect, or another doubt; inactive = no such curve, though single readings can be large; an effect the other way counts as inactive or inconclusive. Some of the compounds tested; rates above refer to the full screens.

SMILES	FUS suppressor	Abeta yeast res	aSyn rescue	MmCpn inh	pAkt inh	TDP-43 yeast inh	PTHR1 agonist	HEK293 tox	GLP-1R inv ag
Cc1c(Cl)cccc1NC(=O)C1CCN(c2nc3ccccc3[nH]2)CC1	2%	-8%	.	.	.	10%	i	4%	-9%
CC(=O)c1ccc(NC(=O)Cn2c(=O)nc(-c3ccccc3)c3cc(Cl)ccc32)cc1	-3%	-7%	.	.	.	-11%	?	0%	7%
CCOc1ccc(CCNC(=O)CCC(=O)c2cccs2)cc1OCC	19%	3%	2%[1.84 µM]	0%	i	11%	i	-17%	33%[activator]
COc1ccc(NC(=O)CC2C(=O)N(c3cccc(OC)c3)C(=O)N2C2CCCCC2)cc1 (configuration not stated)	22%	12%	-8%	-2%	i	0%	i	-8%	2%
CCCOc1ccc(NC(=O)CC2C(=O)N(CC)C(=S)N2CCCN2CCN(Cc3ccccc3)CC2)cc1 (configuration not stated)	32%	-3%	0%	-1%	i	2%	i	?	7.1µM*
CN(C)c1ccc(N2C(=O)CSC2=S)cc1	.	-11%	-11%	-6%	i	-2%	0%	-4%	-34%
Cc1cccc2cc(C#N)c(SCC(=O)NCC3CCCO3)nc12 (configuration not stated)	2%	1%	3%	?	i	8%	-43%[inhibitor][57.5 µM]	-18%	11%
O=C(O)c1cc(S(=O)(=O)NC(Cc2c[nH]c3ccccc23)C(=O)O)ccc1Cl (configuration not stated)	9%	-14%	1%	-2%	i	1%	i	-4%	-7%
CCn1cc(CN2CCN(CC(C)(C)C)C(CCO)C2)c2ccccc21 (configuration not stated)	3%	-9%	14%	0%	i	-3%	-23%	-17%	?
CC(=O)NS(=O)(=O)c1ccc(NC(=O)c2ccc(Br)o2)cc1	8%	13%	-2%	0%	i	-10%	-7%[57.5 µM]	-16%	1%
CCOC(=O)Cn1nc(-c2ccc(C)cc2)c2ccccc2c1=O	-3%	-7%	10%	0%	i	21%[9.22 µM]	i	8%	3%
CC1(C)C(=O)OC(C(=O)c2ccc(Cl)cc2)C(C)(C)C1=O (configuration not stated)	.	0%	1%	1%	i	16%	-13%	5%	1%
Cc1ccc(N2C(=O)N(CC(=O)NCc3ccc(Cl)cc3)C(=O)C2C)cc1 (configuration not stated)	15%	8%	8%	-3%	i	12%	-15%	-12%	?
CCc1ccccc1NC(=S)N1CCNC(=O)C1CC(=O)OC (configuration not stated)	10%	-17%	-1%	0%	i	-28%	i	-4%	10%
Cc1ccc(-n2cnc3scc(-c4cccs4)c3c2=O)cc1	6%	2%	-7%	-6%	i	?	i	-6%	10µM*
Cc1ccccc1CN(c1ccc(C(=O)Nc2ccccc2C(=O)NCc2ccco2)cc1)S(C)(=O)=O	12%	15%	1%	4%	i	-34%[inhibitor]	i	-15%	0%
O=C(NCc1ccco1)Nc1ccc([N+](=O)[O-])cc1	-27%	-7%	3%	0%&-3%	i	1%	-8%	7%	-13%
O=[N+]([O-])c1ccc2nc(NS(=O)(=O)c3ccc(F)cc3)sc2c1	25%	-26%	-5%	1%	i	-35%[inhibitor]	i	-23%	23%
CCOC(=O)c1ccc(Oc2nc(N(C)C)nc(N3CCOCC3)n2)cc1	24%	-29%	-4%	0%	i	-15%	-17%	20%	?
C=CCN1C(=O)C2C(C(=O)NCc3ccccc3)C3(C)C=CC2(O3)C1C(=O)NC(C)(C)C (configuration not stated)	19%	1%	6%	-7%	i	0%	-3%	-12%	2%
COc1ccc(OC)c(NS(=O)(=O)c2cccc3cccnc23)c1	22%	4%	8%	-1%	i	-13%	i	6%	0%
O=C(O)CCN1C(=O)C2C3C=CC(C2C1=O)C1C(=O)N(CCC(=O)O)C(=O)C31 (configuration not stated)	-30%	11%	-3%	1%	i	-1%	-4%	0%	2%
O=C(CNC(=O)C12CC3CC(CC(C3)C1)C2)N/N=C\c1ccco1	.	2%	-1%	-6%	i	-1%	-19%	14%	0%
NC(=O)c1cccc(-c2noc(-c3ccccc3F)n2)c1	-18%	-5%	.	-2%&-1%	.	.	-77%[inhibitor]	.	.
CCOc1cc(NC(=S)NCCCN2CCOCC2)c(OCC)cc1NC(=O)C(C)C	-6%	10%	-1%	5%	i	0%	i	2%	28%
CC1(C(=O)NS(=O)(=O)c2ccc(Cl)cc2)CCN1C(=O)CC1CCCC1 (configuration not stated)	5%	6%	5%	.	i	28%	-1%	-1%	-19%
O=C1OCC2=C1C(c1ccccc1)CC(=O)N2c1cccc(F)c1 (configuration not stated)	-9%	3%	6%	2%	i	-20%	i	4%	-7%
CCOC(=O)CCNC(=O)N1CCCC(CNS(=O)(=O)c2cccs2)C1 (configuration not stated)	-2%	-13%	-1%	-1%	i	-4%	i	-6%	-14%
CN(C)S(=O)(=O)Oc1ccsc1C(=O)Nc1cccc(Cl)c1Cl	4%	21%	9%	0%	i	18µM*	i	25%	?
COc1ccc(-c2cn(-c3ccc(C)cc3)c(=O)n2CC(=O)Nc2cccc(F)c2)cc1	?	0%	5%	0%	i	9%	-33%[inhibitor]	-18%	?
Cc1cc(C)n(-c2nc3ccccc3nc2N2CCC(C)CC2)n1	33%	-5%	0%	-4%	i	?	i	28%	0%
C=CCn1c(=O)c(C(=O)NCCNCC)c(O)c2ccccc21	-11%	-6%	1%	0%	i	-34%[inhibitor]	-20%[57.5 µM]	-6%	-21%
CCN1CCN(Cc2ccc(NC(=O)Nc3ccc(SC)cc3)cc2)CC1	-35%	-11%[9.22 µM]	-2%	-2%	i	10%	-5%	?	7.9µM*
C/C(CCC(C)C)=N\Nc1cc(C)c2ccccc2n1	6%	-11%	-20%	-1%	i	-21%	-7%	-8%[7.66 µM]	-17%[7.66 µM]
Cn1cccc1C(=O)NC(=O)COC(=O)c1ccc(S(C)(=O)=O)cc1	.	-22%	1%	1%	i	0%	17%	0%	4%
C[N+](C)(C)CCOC(N)=O	-34%	-1%	-1%&7%	-2%	i	20%	-20%	-4%	15%
O=C(CN1C=NS(=O)(=O)c2ccccc21)Nc1ccc(F)cc1	-19%	-20%	.	.	.	25%[9.22 µM]	i	-4%	-2%
CCc1cccc(NC(=O)Cn2nc(C)c3sc4ccccc4c3c2=O)c1	-13%	-12%	.	.	.	-4%	25%	3%	12%
O=C(Nc1ccc2c(c1)OCCO2)C1c2ccccc2OCC(=O)N1CCc1c[nH]c2ccccc12 (configuration not stated)	?	6%	6%	.	i	14%	-16%	-5%	-2%
CC(C)c1ccc(N(CC(=O)NCC2CCCO2)C(=O)CCC(=O)Nc2nccs2)cc1 (configuration not stated)	8%	-4%	?	4%	i	6%	-6%	12%	9%
O=c1cc(N2CCc3ccccc32)[nH]c(=O)n1-c1ccccc1Cl	8%	0%	-4%	-1%	i	-17%[0.397 µM]	i	-6%	8%
Cc1cccc(C)c1NC(=O)CCN1C(=O)C2C3CCC(C3)C2C1=O (configuration not stated)	19%	3%	-11%	1%	i	4%	-6%[57.5 µM]	1%	0%
Cc1nc([N+](=O)[O-])nn1C12CC3CC(CC(Cl)(C3)C1)C2	.	6%	-3%	1%	i	30%	-2%	1%	-8%
Cc1cc(Cl)c(S(N)(=O)=O)cc1OCC(N)=O	10%	7%	4%	-1%	i	8%	i	4%	8%
CCOc1ccc(N2C(=O)c3cccnc3C2Nc2ccc(F)cc2)cc1 (configuration not stated)	18%	-3%	9%	2%	i	-15%	-29%	0%	0%
CC(=O)Nc1cccc(NC(=O)c2cccc(Cl)c2)c1	-25%	-6%	5%	.	i	?	-17%	-2%	29%
O=C(Nc1ccc(O)c2c(=O)cc(-c3cccc(Cl)c3)oc12)c1ccccc1Cl	11%	-12%	0%	2%	i	10%	-15%	-1%	-26%
CCCCCCCCN1C(=O)[C@H](CC(=O)NCc2cccc(C(F)(F)F)c2)C[C@@]2(C(=O)OCC)CCC=C12	?	-5%	4%	.	i	20%	-27%	-11%	?
CC(=O)c1c(O)c(C)c(O)c2c1OC1=CC(=O)/C(=C(/C)N)C(=O)C12C (configuration not stated)	7%	-8%	2%	.	i	2%	-63%[inhibitor]	2%	-4%
COc1ccc2nc(Cl)c(C3CC(c4ccco4)=NN3C(=O)CCCC(=O)O)cc2c1 (configuration not stated)	25%	-4%	2%	-14%	i	-18%	i	0%	48%[activator]
COc1ccc(-n2nc(C(=O)NCC(=O)NCc3ccc(F)cc3)c3ccccc3c2=O)cc1OC	29%	4%	-1%	-2%	i	-14%	-15%	-1%	0%

Four compounds drawn at random from the list so far:
SMILES	FUS suppressor	Abeta yeast res	aSyn rescue	MmCpn inh	pAkt inh	TDP-43 yeast inh	PTHR1 agonist	HEK293 tox	GLP-1R inv ag
COc1ccc(NC(=O)CC2C(=O)N(c3cccc(OC)c3)C(=O)N2C2CCCCC2)cc1 (configuration not stated)	22%	12%	-8%	-2%	i	0%	i	-8%	2%
CC(C)c1ccc(N(CC(=O)NCC2CCCO2)C(=O)CCC(=O)Nc2nccs2)cc1 (configuration not stated)	8%	-4%	?	4%	i	6%	-6%	12%	9%
Cc1nc([N+](=O)[O-])nn1C12CC3CC(CC(Cl)(C3)C1)C2	.	6%	-3%	1%	i	30%	-2%	1%	-8%
COc1ccc(OC)c(NS(=O)(=O)c2cccc3cccnc23)c1	22%	4%	8%	-1%	i	-13%	i	6%	0%

Source: PubChem (National Center for Advancing Translational Sciences (NCATS))
